# N370S GC mod = qHTS Assay for Inhibitors and Activators of N370S glucocerebrosidase as a Potential Chaperone Treatment of Gaucher Disease; AID 2101, 2009; Lysosomal acid glucosylceramidase (Homo sapiens), P04062; Potency, µM (series often up to 59.4 µM), for the others: top-dose activity change, negative = inhibition, most hits filed as inhibitors; 330,000 compounds, 0.092% hits; N370S GC spleen homogenate, 4MU-glucoside fluorescence;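 also: 0% = full enzyme activity and -100% = no enzyme basal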
# FEN1 inhibitor = qHTS Assay for the Inhibitors of Human Flap endonuclease 1 (FEN1); P39748; Recombinant FEN1 flap cleavage, fluorescence, 15 min; Potency, µM (highest dose often 114 µM), inactives show at the top dose activity change, negative = inhibition, actives largely listed as inhibitors; 390,000 compounds, 0.35% hits; AID 588795, 2011; also: nearly all actives have a fitted effect of over 65% in size
# Target sequence (P39748 whole entry, looked up): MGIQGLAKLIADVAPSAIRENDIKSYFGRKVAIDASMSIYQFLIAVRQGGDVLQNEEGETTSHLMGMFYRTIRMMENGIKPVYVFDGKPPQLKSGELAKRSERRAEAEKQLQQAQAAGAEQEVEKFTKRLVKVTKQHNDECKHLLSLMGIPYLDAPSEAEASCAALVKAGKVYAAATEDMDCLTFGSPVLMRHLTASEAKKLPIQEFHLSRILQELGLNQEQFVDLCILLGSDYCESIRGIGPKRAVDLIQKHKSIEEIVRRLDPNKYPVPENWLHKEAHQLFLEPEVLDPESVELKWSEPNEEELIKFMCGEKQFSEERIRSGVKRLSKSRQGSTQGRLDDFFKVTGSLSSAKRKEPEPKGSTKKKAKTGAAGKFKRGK
#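 Quantitative HTS format: each compound was titrated, incubated with 10 nM nuclease for 15 min at room temperature, then challenged with flap substrate at 50 nM final. Signal change over 15 min gave concentration–effect curves.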
# KAT2A inh = qHTS Assay for Inhibitors of GCN5L2. Potency, µM (highest dose often 58.9 µM), for inactives: at the highest dose activity change, negative = inhibition, actives largely listed as inhibitors. Histone acetyltransferase KAT2A (Homo sapiens), Q92830. GCN5L2 HAT assay, ThioGlo1 CoA-SH fluorescence. AID 504327, 2011. 390,000 compounds, 0.21% hits
#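 Fluorescence readout, Ex340nm/Em540nm: ThioGlo1 (50uM final) reacts with free CoA thiol released as 20nM GCN5L2 acetylates H3(1-25) peptide (75uM) using acetyl-CoA (70uM). Compound and enzyme sat 15 min beforehand; 20 min room-temperature reaction.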
# * marks the source's active call; other numbers are inactive results; ? = inconclusive; . = not tested or not shown; & = joins results of further samples; [ ] = remark or other dose. Calls follow the shape of the dose curve; as a rule, active = well fitted curve in the direction sought with a large enough effect; inconclusive = small, poorly fitted or top-dose-only effect, or another doubt; inactive = no such curve, though single readings can be large; an effect the other way counts as inactive or inconclusive. Unless noted, % is scaled to controls: 0 for no effect and ±100 for the full control effect; potency is read from the fitted curve at half-maximal effect.
# Order of results – N370S GC mod | FEN1 inhibitor | KAT2A inh
- CCOC(=O)c1c(S(=O)(=O)N2CCCC(C(=O)Nc3ccc(C)cn3)C2)c(C)n(C)c1C (centres undefined)
→ 6% | -5%&21% | -11%&2%
- COc1ccc(-c2nnc(SCC(=O)NCc3cccs3)n2C)cc1
→ 2% | -8% | 3%
- C=CCn1c(Cn2nnc3ccccc32)nnc1SCC(=O)N/N=C/c1cc(Br)cc(OC)c1O
→ -30% | 1% | -16%
- Cc1ccc(NC(=O)CCC(=O)c2ccc(F)cc2)cc1Cl
→ 6% | -5% | -15%
- COCCn1c(=S)[nH]c2cc(C(=O)NCC3CCCO3)ccc2c1=O (centres undefined)
→ -1% | 3% | -5%
- O=C(NCc1ccc(Cl)cc1)c1ccc2nc[nH]c2c1
→ -4% | -2% | 3%
- O=C(Nc1ccccc1)O/N=C/c1ccncc1
→ 2% | 2% | -7%
- Cc1cc(Cl)c(Cl)cc1S(=O)(=O)NCCCn1ccnc1
→ ? | 16% | -12%
- Cc1cc2c(=O)[nH]c(Cc3ccccc3)nc2s1
→ 18% | -9% | -4%
- O=C(Nc1ccccc1)Nc1c(F)cccc1F
→ 1% | 1% | 3%
- Cc1cc(C)c(OCC(=O)N(Cc2cccs2)C2CCS(=O)(=O)C2)c(C)c1 (centres undefined)
→ -1% | -11% | -1%
- CCSc1nc2c([nH]c3ccccc32)c(=O)n1-c1cccc(OC)c1
→ . | -25% | -9%
- Cc1cccc(/C(N)=N/OC(=O)COc2ccc(Cl)cc2)c1
→ 8% | 12% | -2%
- COc1ccccc1CNC(=O)C/C(C)=N/NC(=O)Cc1ccc(OC)c(OC)c1
→ -1% | -13% | -2%
- CC(C)Oc1ccc(CC(=O)NNC(=S)Nc2ccccc2)cc1
→ -2% | 2% | 1%
- CCCCNC(=O)c1ccc2c(=O)n(-c3ccccc3)c(=O)[nH]c2c1
→ . | -3% | -5%
- CCCCSc1nc2c(c(=O)[nH]1)CCC2
→ 8% | 2% | 0%
- O=C(Cn1cnc2c(nnn2Cc2ccc(F)cc2)c1=O)NC1CCCC1
→ -15% | -3% | 0%
- CCOC(=O)COc1ccc(-c2nnn(CC(=O)Nc3ccccc3)n2)cc1
→ . | 21% | -2%
- Cc1ccc(-n2ncc(C(=O)N3CCc4ccccc4C3)c2C2CCN(C(=O)OC(C)(C)C)CC2)cc1C
→ . | 1% | 2%
- CCCS(=O)(=O)N1CCCC(C(=O)Oc2ccccc2Cl)C1 (centres undefined)
→ 0% | -3% | -6%
- O=C(O)c1ccc2c(c1)C(=O)N([C@H](Cc1cccc3ccccc13)C(=O)O)C2=O
→ -4% | . | -25%
- N#Cc1c(NC(=O)c2ccccc2Cl)n(Cc2ccccc2)c2nc3ccccc3nc12
→ -9% | ? | ?
- OCCN1CCN(c2nc(-c3ccccc3)nc3c2oc2ccccc23)CC1
→ -14% | -15% | -7%
- O=[N+]([O-])c1cccc(N/N=C/c2cccc3ccccc23)c1
→ 1% | -11% | -12%
- CCOc1ccc(NC(=O)CN2CCN(CC(=O)Nc3ccccc3OCC)CC2)cc1
→ . | 2% | -13%
- O=C(CCNC(=O)c1ccc(Br)cc1)Nc1nc2ccccc2[nH]1
→ -3% | 7% | -14%
- CNC(=S)NNC(=O)c1c(C)nc2cc(C)ccn12
→ -3% | -10% | 1%
- Cc1ccccc1CN1CCNC1=O
→ ? | -5% | 0%
- CC12CCC(=O)N1C(C(=O)Nc1nnc(SCc3ccccc3F)s1)CS2 (centres undefined)
→ 13% | -1% | -6%
- Cc1c(C(=O)Nc2ccc3c(c2)CCC3)cccc1[N+](=O)[O-]
→ 26% | -12% | -4%
- CC1=C(C(=O)Nc2ccc(C)cc2C)C(c2cc(Br)ccc2F)n2ncc(C(=O)Nc3ccc(C)cc3)c2N1 (centres undefined)
→ . | 2% | 9%
- CCN(CC)CCNC(=O)c1ccc(NS(=O)(=O)c2ccc3c(c2)OCCO3)cc1
→ -5% | -1% | 6%
- Oc1ccc(/C=N/Nc2nc(-c3ccccc3F)nc3ccccc23)c(O)c1
→ ? | ? | -1%
- Cc1cc(C)n2nc(C(=O)OCC(=O)Nc3ccc(C)c(S(=O)(=O)N(C)C)c3)nc2n1
→ . | -4% | -8%
- O=C(CN1CCN(c2cccc(Cl)n2)CC1)N1CC(O)CO1 (centres undefined)
→ 0% | 3% | 0%
- O=C(CSc1nccc(=O)[nH]1)NC1CCCCCC1
→ . | -1% | -3%
- Cc1cccc(C(=O)Nc2cc3nn(-c4ccc(C(C)C)cc4)nc3cc2C)c1
→ . | 3% | -3%
- Clc1ccc(-c2nc3nc4ccccc4nc3n2Cc2ccco2)cc1
→ ? | -16% | -8%
- O=C(O)c1ccc(Cl)c(S(=O)(=O)Nc2ccccc2C(=O)Nc2ccc(Cl)cc2)c1
→ 1% | -11% | 0%
- Nc1nc2n(n1)C(c1ccco1)CC(c1ccc(Cl)cc1Cl)N2 (centres undefined)
→ -6% | 34% | -6%
- COCc1nnc(NC(=O)c2ccc(S(=O)(=O)N(C)c3ccccc3)cc2)o1
→ -6% | -6% | 0%
- Cn1nnc(C(O)CN2CCOCC2)n1 (centres undefined)
→ 8% | -1% | -1%
- COc1ccc(N2CC(NC(=O)C(c3ccccc3)c3ccccc3)CC2=O)cc1 (centres undefined)
→ . | 15% | 0%
- COc1ccc(S(=O)(=O)N2CCN(C(=O)c3cccc(Cl)c3)CC2)cc1
→ 17% | 2% | -3%
- COc1ccccc1CNc1nc2ccc(C)cc2n2nnnc12
→ . | 5% | 1%
- CCCc1nc2c(=O)n(C)c(=O)[nH]c2n1CCC
→ -16% | -2% | -3%
- O=C1CCN(C(=O)/C=C/c2ccccc2)c2ccccc21
→ -15% | -1% | -8%
- COc1ccccc1NC(=S)NCc1ccc2c(c1)OCO2
→ 1% | -1% | -1%
- Cc1nn(C)c(C)c1C(C)NC(=O)c1ccc(OC2CCN(Cc3ccccn3)CC2)cc1 (centres undefined)
→ -4% | 18% | -5%
- Cc1c(Cl)cccc1-n1nc(C)c2c(C)cc(=O)n(CC(=O)N3CCCc4ccccc43)c21
→ . | -19% | 3%
- Cn1ncc(C(=O)N2CCN(c3ccc(F)cc3)CC2)c1C1CCN(C(=O)OC(C)(C)C)CC1
→ . | -1% | 3%
- COc1ccc(C(=O)N2CCC(C(=O)N3CCN(c4ccc(OC)cc4)CC3)CC2)cc1
→ 0% | 7% | 1%
- COc1cc(N2CCCC2)c(OC)cc1/C=C(/C#N)c1ccc(F)cc1
→ 28% | -14% | -12%
- O=C(OC(C(=O)NC1CCCC1)c1ccncc1)C1=Cc2ccccc2OC1 (centres undefined)
→ 15% | -2% | ?
- Cc1ccc(N2C(=O)C3Sc4[nH]c(=O)sc4C(c4ccccc4)C3C2=O)cc1 (centres undefined)
→ 11% | 5% | -11%
- Cc1ccc(S(=O)(=O)NCCC(=O)N2CC(C)OC(C)C2)cc1C (centres undefined)
→ -16% | -1% | -4%
- CN(C)C(=O)c1ccc(-c2cc(NCc3cccs3)ncn2)cc1
→ 16% | . | -5%
- COCCn1c(Sc2ccccc2)nc2c1c(=O)[nH]c(=O)n2C
→ 11% | -8% | 3%
- CCOC(=O)C1CCN(S(=O)(=O)CCNC(=O)c2ccccc2)CC1
→ -12% | 7% | -2%

# Next part:
# Order of results – N370S GC mod | FEN1 inhibitor | KAT2A inh
- Cc1ccc(-n2c(SCC(=O)c3c(N)n(C)c(=O)n(C)c3=O)nc3sc4c(c3c2=O)CCCC4)c(C)c1
→ -1% | 8% | -3%
- Cc1nn(CC(=O)Nc2cccc(Cl)c2)c(=O)c2cc(-c3ccccc3)nn12
→ -1% | 0% | -4%
- O=C(N/N=C/c1ccc(OCC(=O)N2CCCC2)cc1)C(=O)NC1CC1
→ -30% | 7% | -1%
- CC(=O)C[C@H](O)CC(=O)[C@H]1OC(=O)CCCCCCCc2ccccc21
→ . | -16% | -1%
- O=C(Nc1cccc2c1C(=O)NC2=O)c1ccc(N2C(=O)CCC2=O)cc1
→ 3% | -10% | -2%
- CCCc1cc(Nc2cccc(OC)c2)n2ncnc2n1
→ -5% | 2% | -17%
- Cc1cccc(OCCCn2c(CO)nc3ccccc32)c1
→ 17% | 1% | -3%
- Cc1cccc(NC(=O)Cn2c(=O)n(CC3CCC(C(=O)NCCc4ccccc4)CC3)c(=O)c3ccccc32)c1C (centres undefined)
→ . | -2% | 7%
- CCOc1ccc(Nc2c(S(=O)(=O)c3ccc(C)cc3)cnc3ccc(OC)cc23)cc1
→ . | -16% | -11%
- O=C(NCC1COc2ccccc2O1)c1cc(S(=O)(=O)N2CCOCC2)ccc1F (centres undefined)
→ -1% | -3% | -1%
- CC1CCCCC1NC(=O)CCCn1c(=S)[nH]c2ccccc2c1=O (centres undefined)
→ -2% | 2% | -3%
- COC(=O)/C(=C\Nc1cccc(Cl)c1C)c1ncc(C(F)(F)F)cc1Cl
→ 23% | 1% | -2%
- CN1/C(=C\P(=O)(N(C)C)N(C)C)C(C)(C)c2ccccc21
→ 1% | -17% | -1%
- COC(=O)c1cccc(NC(=O)CN2CCc3ccccc3C2)c1
→ -10% | -13% | -4%
- Cc1cccc(C(=O)Nc2scc(CC(C)C)c2C(=O)O)c1
→ 6% | 3% | -4%
- Cc1ccc(Cl)cc1-n1ncc2c(N3CCN(Cc4ccccc4)CC3)ncnc21
→ . | 9% | -18%
- CCOC(=O)c1sc(=NC(=O)c2ccco2)n(C)c1C
→ -1% | -9% | -3%
- CSC1=NCCN1C(=O)c1ccco1
→ -1% | -13% | -4%
- O=C(O)COc1ccccc1/C=N/NC(=O)CSc1nc2ccccc2s1
→ -3% | -8% | -1%
- CCOc1ccc2oc(C(=O)OCC(=O)NCc3ccc(OC)cc3)c(C)c2c1
→ . | -5% | -13%
- O=C(NCCCN1CCCC1=O)c1ccccc1NS(=O)(=O)c1ccc(Br)cc1
→ 0% | -6% | -6%
- O=C(Nc1ccc(F)c(F)c1)c1ccc(=O)n(Cc2ccc(F)cc2)c1
→ . | 5% | 1%
- Cc1ccc(CCNS(=O)(=O)c2ccc3c(c2)C(C(C)C)C(=O)N3)cc1 (centres undefined)
→ . | -4% | 9%
- O=CN1CCN(C(=O)c2cccc([N+](=O)[O-])c2)CC1
→ 4% | 2% | -2%
- Cc1ccc(CSCC(=O)NCCc2ccccc2)cc1
→ -21% | 5% | -1%
- O=C(NC1CCCCC1)C(c1ccc(F)cc1)N(Cc1ccco1)C(=O)c1ccccn1 (centres undefined)
→ 2% | 10% | -11%
- CCc1ccc(S(=O)(=O)NCc2cccn2Cc2cccc(C)c2)cc1
→ . | -26% | -3%
- Cc1ccc(N2CC(C(=O)Nc3ccc(S(=O)(=O)Nc4nccs4)cc3)CC2=O)cc1C (centres undefined)
→ -1% | 1% | -8%
- O=C(NC(=O)N1CCCc2ccccc21)c1ccccc1
→ -16% | 2% | -1%
- CCc1ccc(N(CC(=O)Nc2nc3ccc(C)cc3s2)S(=O)(=O)c2c(C)noc2C)cc1
→ -4% | -8% | -16%

# Profiles, looked up by structure. Order of values: N370S GC mod, FEN1 inhibitor, KAT2A inh
# Entry for CC(=O)C[C@H](O)CC(=O)[C@H]1OC(=O)CCCCCCCc2ccccc21 → ., -16%, -1%
# Entry for Cc1ccc(CSCC(=O)NCCc2ccccc2)cc1 → -21%, 5%, -1%
# Entry for Cc1ccc(Cl)cc1-n1ncc2c(N3CCN(Cc4ccccc4)CC3)ncnc21 → ., 9%, -18%
# Entry for CCc1ccc(N(CC(=O)Nc2nc3ccc(C)cc3s2)S(=O)(=O)c2c(C)noc2C)cc1 → -4%, -8%, -16%

# New compounds follow
# Order of results – N370S GC mod | FEN1 inhibitor | KAT2A inh
- COc1ccccc1NS(=O)(=O)c1cccc(C(=O)N/N=C/c2cn(-c3ccccc3)nc2-c2ccccc2)c1
→ 4% | -6% | -10%
- CCc1ccccc1NC(=O)N(C)CCc1c(C)nn(C)c1C
→ . | 56%[activator] | -8%
- CCN1C(=O)[C@@H]2[C@@H](c3ccc(-c4ccc5c(c4)OCO5)c(OC)c3)N3CCCC[C@@]3(C(=O)OC)[C@@H]2C1=O
→ -10% | -14% | -7%
- Cc1ccc(C)c(OCCCCN2CCCCC2)c1
→ -15% | 0% | -5%
- Fc1ccc(Nc2nc3ccccc3c3nncn23)c(Cl)c1
→ . | -1% | -6%
- N#Cc1ccc(C23CC4(C2)[C@H](CN(Cc2ccc(-c5ccccc5)cc2)[C@@H]4c2ccccc2)C3c2ccccc2)cc1 (some centres undefined)
→ -8%&-8% | 15% | 3%
- O=C(NCc1cccnc1)c1c(F)c(F)c(F)c(F)c1F
→ -3% | -5% | 0%
- O=C(CN1CCc2ccccc2C1)Nc1ccc(Br)cc1
→ . | -8% | -3%
- Cc1c(C(=O)N2CCCCC2)c(S(=O)(=O)NCc2ccccc2Cl)c(C)n1C
→ -3% | -1% | -2%
- CCOc1ccc(NC(=O)CCC(=O)N/N=C/c2ccc([N+](=O)[O-])s2)cc1
→ -4% | 39%[activator] | 1%
- Cc1ccc(O)c(N=Cc2sc3ccccc3c2Cl)c1
→ -2% | -9% | -2%
